TcdB GH inh = TcdB glycohydrolase inhibitors, primary screen, biochemical, single point, plate reader; inhibition, % at 9.99 µM; Toxin B (Clostridioides difficile), P18177; 350,000 tested, 0.24% active; TcdB glycohydrolase enzymatic assay; AID 652162, 2013; in the data active means inhibition above about 10%
CCHFV vOTU inh = CCHFV vOTU protease inhibitors, primary screen, biochemical, Pep-AMC substrate, fluorescence; Crimean-Congo hemorrhagic fever virus L polyprotein viral ovarian tumor (vOTU) protease …; inhibition, % at 11.5 µM; 370,000 tested, 0.55% active; in the data active means inhibition above about 30%; further: 0% = vehicle wells with enzyme and 100% = no enzyme wells
PrPC surface inh = inhibitors of human cell surface prion protein PrPC, primary screen, cell-based, TR-FRET; Major prion protein (Homo sapiens), P04156; TR-FRET read-out; inhibition, % at 13.8 µM; 370,000 tested, 0.43% active; AID 720596, 2013; in the data active means inhibition above about 24%; further: 0% = median of the test wells and 100% = reference compound wells
* marks the source's active call; other numbers are inactive results; & = joins results of further samples. This is a subset; rates above refer to the full screens.

The line under a structure holds: CCHFV vOTU inh | PrPC surface inh | TcdB GH inh
- COC(=O)C1=C(C)N(Cc2ccccc2)C(=S)NC1c1cccc(OC)c1 (stereo unspecified)
  8 | 14 | 1.6
- COc1ccc(CN2C(=O)c3ccccc3C2c2nnnn2Cc2ccccc2)cc1 (stereo unspecified)
  0 | 0 | 0.2
- O=S1(=O)C[C@@H](N2CC[C@@H](O)C2)[C@H](COCc2ccccc2)N1
  1 | 8 | -1.4
- O=C1C(=Cc2ccc(F)cc2)CCc2ccccc21
  23 | 0 | -11
- CCCCS(=O)(=O)N1CCCc2nc(-c3ccc(Br)cc3)ccc21
  -11 | 2 | 0.4
- COC(=O)CC#C[C@H](C)[C@@H](NS(=O)(=O)c1ccc(C)cc1)C1CCCCC1
  -3 | -5 | 0.2
- CC(C)n1nnnc1C1c2ccccc2C(=O)N1CCOc1ccccc1 (stereo unspecified)
  8 | -7 | 0.4
- CN1CCCCC(NC(=O)C23CC4CC(CC(C4)C2)C3)C1=O (stereo unspecified)
  1 | -9 | -1.3
- CCCCn1nnnc1C(c1cccc2ccccc12)N1CCN(C/C=C/c2ccccc2)CC1 (stereo unspecified)
  25 | -14 | 1.1
- C[C@H](CO)N1C[C@H](C)[C@@H](CN(C)C(=O)Nc2ccccc2)OCc2cn(nn2)CCCC1=O
  -5 | -6 | 1.0&0.1
- COc1cc2c(cc1OC)C(C(=O)O)C(c1ccc3c(c1)OCO3)N(C)C2=O (stereo unspecified)
  12 | 3 | 1.0
- CCCCNC(=O)C[C@@H]1C[C@@]2(C(=O)OCC)CCC=C2N(Cc2ccc3c(c2)OCO3)C1=O
  -3 | 2 | 0.9
- CCCCNC(=O)C1C(c2ccc(OC)cc2)=Nc2ccccc2N1C(=O)Cc1cc(OC)cc(OC)c1 (stereo unspecified)
  13 | -3 | -0.6
- COC(=O)c1ccc2nc(-c3cccc(Br)c3)c(Cc3ccc(OC)cc3C)n2c1
  2 | -3 | -0.4
- COc1cccc(C(=O)NCCN2CCC(n3c(=O)[nH]c4ccccc43)CC2)c1
  7 | -2 | 4.3
- Nc1[nH]c(C(=O)c2ccc(Br)cc2)c(-c2ccc(Cl)cc2)c1C(=O)NCCc1c[nH]c2ccccc12
  -6 | -1 | 0.9
- CCCCCCCCN1C(=O)[C@H](CC(=O)N2CCOCC2)C[C@@]2(C(=O)OC)CCCCC=C12
  10 | 8 | 0.1
- CCOC(=O)[C@]12CCC=C1N(Cc1ccccc1)C(=O)[C@H](CC(=O)NCCC(C)C)C2
  24 | -7 | 0.2
- COC(=O)[C@@]1(Cc2ccc(F)cc2)[C@H]2c3cc(C(=O)N4CCCC4)n(Cc4cc(C)n(C)n4)c3C[C@H]2CN1C(=O)c1ccccc1
  4 | -4 | -0.5
- C(CCN1CCOCC1)CN1CCOCC1
  -2 | -8 | -0.2

Full records, looked up by structure. Order of screens: CCHFV vOTU inh	PrPC surface inh	TcdB GH inh
COc1cc2c(cc1OC)C(C(=O)O)C(c1ccc3c(c1)OCO3)N(C)C2=O (stereo unspecified) in the list: 12	3	1.0
CCCCCCCCN1C(=O)[C@H](CC(=O)N2CCOCC2)C[C@@]2(C(=O)OC)CCCCC=C12 in the list: 10	8	0.1

Carrying on.
The line under a structure holds: CCHFV vOTU inh | PrPC surface inh | TcdB GH inh
- Cc1[nH]c2ccccc2c1CC(=O)Nc1ccc(Nc2cccnc2)c(-c2cc(C(F)(F)F)cc(C(F)(F)F)c2)c1
  19 | 0 | -0.3
- C[C@@H]1CNC(=O)c2c(C(=O)NC3CCN(C(=O)OC(C)(C)C)CC3)ncn21
  13 | 1 | 1.5
- CCCCNC(=O)C[C@@H]1C[C@@]2(C(=O)OC)CCCCC=C2N(Cc2cccc3ccccc23)C1=O
  8 | -6 | 1.1
- Cc1cc(S(=O)(=O)NC(=O)[C@H]2O[C@@H](n3ccc(=O)[nH]c3=O)[C@H](O)[C@@H]2O)ccc1Br
  8 | -1 | -0.1
- COC(=O)C1=C(C)N(C)C(=NCC2CC2)NC1c1ccc(Cl)cc1 (stereo unspecified)
  1 | -5 | -0.2
- COc1ccccc1N1CCN(C2C(=O)Nc3ccccc3-n3nnnc32)CC1 (stereo unspecified)
  14 | 0 | 0.7
- CCOc1ccc(CCN2C(=O)C(=O)N([C@@H](Cc3ccccc3)CN3CCC[C@H]3CN3C(=O)C(=O)NC[C@@H]3Cc3ccc(O)cc3)C[C@@H]2Cc2ccc(O)cc2)cc1
  10 | 10 | -1.5
- COCC(=O)N[C@H]1CC[C@@H](CC(=O)NCc2ccccc2OC)O[C@@H]1CO
  -2 | -5 | -3.0&-1.1
- COC(=O)C1(C(=O)OC)c2ccccc2CN(S(=O)(=O)c2ccc(C)cc2)C1CC(C)=O (stereo unspecified)
  -6 | 5 | 2.0
- COC(=O)c1cc2c(c3c4cc(OC)ccc4n(C(=O)c4ccccc4)c13)C(=O)N(Cc1ccco1)C2
  -1 | -2 | -1.2
- COC[C@@H](O)[C@H]1OCc2cc(OC)ccc2[C@@H]1/C=C/c1ccccc1
  2 | -2 | 1.1
- CCOC(=O)[C@]12CCC=C1N(Cc1ccc3c(c1)OCO3)C(=O)[C@H](CC(=O)N1CCCC1)C2
  -4 | 1 | -2.6
- O=C(Nc1ccc2c(c1)OCCO2)C1c2ccccc2OCC(=O)N1Cc1ccc2c(c1)OCO2 (stereo unspecified)
  -2 | -7 | -1.6
- Cc1cn([C@H]2C[C@H](O)[C@@H](CCC(=O)NCCCc3ccccc3)O2)c(=O)[nH]c1=O
  2 | -6 | 2.9
- Nc1[nH]c(C(=O)c2ccccc2)c(-c2ccncc2)c1C(=O)NCc1cccc2ccccc12
  6 | -6 | 1.7
- COCCNC(=S)N(C)[C@H]1C[C@H]2c3[nH]c4ccccc4c3CCN2C(=O)[C@H]1[C@H](C)O
  -175 | -18 | -9.1
- CCCCc1c(-c2ccccc2OC)ncn1CCc1ccccc1OC
  -7 | 6 | 2.4
- COc1ccc(Cn2cc(CN3CC(N(C)C)CS3(=O)=O)nn2)cc1 (stereo unspecified)
  -1 | -6 | 0.4
- CC(C)(C)Cc1c(C2CCCCC2)nc2ccc(Br)cn12
  3 | -2 | 1.7
- Cc1nc2ccccc2n1C(C)c1nc2ccccc2n1CC(=O)c1ccc(OC(F)(F)F)cc1 (stereo unspecified)
  -1 | 4 | 3.3

Taken from above:
`COc1cc2c(cc1OC)C(C(=O)O)C(c1ccc3c(c1)OCO3)N(C)C2=O` (stereo unspecified) in TcdB GH inh = 1.0
`COC[C@@H](O)[C@H]1OCc2cc(OC)ccc2[C@@H]1/C=C/c1ccccc1` in TcdB GH inh = 1.1
`C(CCN1CCOCC1)CN1CCOCC1` in TcdB GH inh = -0.2
`Nc1[nH]c(C(=O)c2ccccc2)c(-c2ccncc2)c1C(=O)NCc1cccc2ccccc12` in TcdB GH inh = 1.7
`Cc1[nH]c2ccccc2c1CC(=O)Nc1ccc(Nc2cccnc2)c(-c2cc(C(F)(F)F)cc(C(F)(F)F)c2)c1` in TcdB GH inh = -0.3

Going on with the list:
The line under a structure holds: CCHFV vOTU inh | PrPC surface inh | TcdB GH inh
- CC(C)NC(=O)C1(C)CSCC(=O)N1CCCn1ccnc1 (stereo unspecified)
  4 | -4 | 0.9
- CN(CCO)c1ccc2c(c1)OC[C@@H](Cc1ccccc1)NS2(=O)=O
  4 | 12 | -0.7
- COC(=O)[C@@]1(C(C)C)N=C(c2cc(OC)c(OC)c(OC)c2)[C@]2(O1)C(=O)N(C)c1ccc(Br)cc12
  4 | -6 | 2.5
- CCCCn1nnnc1C(CCc1ccccc1)N1CCC2(CC1)C(=O)NCN2c1ccccc1 (stereo unspecified)
  -1 | 3 | 0.4
- O=c1[nH]c(=S)[nH]c2c1C(c1ccc(F)cc1)OC(CCC(F)(F)F)C2 (stereo unspecified)
  12 | -5 | 0.7
- COC(=O)C1=C(C)N(C)C(=NCc2ccccc2C(F)(F)F)NC1CCc1ccccc1 (stereo unspecified)
  2 | -2 | 0.9
- O=C1NC[C@@H](CCCCN2C[C@H](Cc3ccc(O)cc3)N(CCc3ccccc3)C(=O)C2=O)N(CCc2ccc(O)cc2)C1=O
  -1 | 5 | 1.0
- CCCCCNC(=O)C(c1ccncc1)n1c(=O)c(-c2ccco2)nc2ccccc21 (stereo unspecified)
  -11 | -5 | -2.5
- O=S1(=O)C[C@H](N2CCN(CC3CC3)CC2)[C@@H](COCc2ccccc2)N1
  4 | -2 | 0.7
- CC(C)NC(=O)C1(C)CN(S(C)(=O)=O)CC(=O)N1CCc1ccc(O)cc1 (stereo unspecified)
  -4 | 1 | 3.8
- CCCCOCCCNC(=O)C[C@@H]1C[C@@]2(C(=O)OC)CC(C)(C)CC=C2N(Cc2ccc3c(c2)OCO3)C1=O
  19 | 16 | 2.2
- Cc1nc(NC(=O)C(C)(C)C)sc1C(=O)Cn1cc(-c2ccc(C(C)(C)C)cc2)nn1
  2 | -5 | 2.7
- Cc1cc(C)c(CN2CCN(C(=O)CC[C@H]3O[C@@H](n4ccc(=O)[nH]c4=O)[C@H](O)[C@@H]3O)CC2)c(C)c1
  2 | -2 | 0.7
- CCN(C)C1CN(Cc2cn(Cc3ccc(Cl)cc3)nn2)S(=O)(=O)C1 (stereo unspecified)
  1 | 4 | 1.0
- CC12Nc3ccccc3C(=O)N1Cc1cnnn1-c1ccccc12 (stereo unspecified)
  -41 | -4 | -0.2
- CCOC(=O)C1=CCC(c2ccccc2)N(S(C)(=O)=O)C1 (stereo unspecified)
  10 | 6 | 1.7
- O=C(Nc1ccc2c(c1)OCCO2)c1[nH]c(C(F)(F)F)nc1-c1ccccc1
  3 | -1 | 1.1
- COc1ccc(CN2C[C@@]3(O)CC[C@@H](O)[C@@H](OC)[C@@H]3[C@@]2(C)[C@H](O)CC=C(C)C)cc1
  -2 | -7 | -0.4
- CC12CCC3c4ccc(OCCCO)c([N+](=O)[O-])c4CCC3C1CCC2=O (stereo unspecified)
  3 | -8 | 0.0
- CCn1cc(CCC(=O)Nc2ccc(Oc3cccnc3)cc2)c2ccccc21
  6 | 5 | 0.2
- CN(C(=O)c1cn(C)c2ccccc12)c1ccc(Oc2cccnc2)cc1
  1 | 2 | 2.3
- COC(=O)C1=C(C)N(Cc2ccc(C(F)(F)F)cc2)C(=NCc2ccccc2)NC1c1cccc(F)c1 (stereo unspecified)
  28 | -5 | 2.6
- CN(C)CC(=O)N[C@H]1C[C@@H]2O[C@@H](CO)CC[C@@H]2O[C@@H]1CCc1ccc(-c2ccc(F)cc2)cc1
  -7 | -6 | 0.8
- CCCCn1nnnc1C(c1ccccc1)N1CCN(c2cccc(C)c2C)CC1 (stereo unspecified)
  -3 | 7 | -1.3
- CCOC(=O)[C@]12CCCC=C1N(Cc1ccc(Cl)cc1Cl)C(=O)[C@H](CC(=O)NCCCCc1ccccc1)C2
  20 | 4 | 2.4
- CC(C)(C)NC(=O)C(c1ccc(-c2ccccc2)cc1)n1c(=O)c(-c2cc3ccccc3[nH]2)nc2ccccc21 (stereo unspecified)
  -14 | 9 | 0.3
- COc1ccc(C=O)c(-c2c(-c3ccccc3OC)sc3ccccc23)c1
  6 | 4 | 0.6
- Oc1ccc(Cl)c(CN2CCN(c3ncc(Cc4ccccc4)cn3)CC2)c1
  13 | 5 | -6.0
- CC(=O)C1=C(C)N(Cc2ccc(Cl)cc2)C(=S)NC1c1cccc(Br)c1 (stereo unspecified)
  4 | 8 | 1.4
- CC(C)C[C@@H](CN1CCC[C@H]1CN1C(=O)C(=O)NC[C@@H]1Cc1ccccc1)N1C[C@H](Cc2ccccc2)N(CC2CCCCC2)C(=O)C1=O
  12 | 3 | 1.3
- CCCNC(=O)Nc1ccc2c(c1)OC[C@H](C)N(C(=O)C1CCCCC1)C[C@@H](C)[C@H](OC)CN(C)C2=O
  2 | 1 | 0.3&1.2
- COc1cccc(C(c2nnnn2C(C)(C)C)N2CCN(C/C=C/c3ccccc3)CC2)c1OC (stereo unspecified)
  14 | 2 | -1.6
- CCOC(=O)C[C@@H]1OC[C@H](C)N1S(=O)(=O)c1ccc(C)cc1
  9 | -2 | 1.7
- C=CCN=C1NC(c2ccc(Cl)cc2)C(C(=O)OC)=C(C)N1Cc1cccc(C(F)(F)F)c1 (stereo unspecified)
  12 | -23 | 0.4
- CCOc1cc(OCC)cc(C(=O)N2CCC[C@H]2C(=O)N2CCC[C@H]2C(=O)NCc2ccncc2)c1
  -5 | 5 | 0.3
- COc1ccccc1-c1ncn(Cc2cccc(-c3ccccc3)c2)c1CC(C)C
  23 | 27* | -3.2
- CCOc1cc(OCC)cc(C(=O)N2CCC[C@H]2C(=O)N2CCC[C@H]2C(=O)NCc2ccccn2)c1
  -4 | -2 | -0.7
- C[C@H](CO)N1C[C@H](C)[C@@H](CN(C)C(=O)C2CC2)OCc2cn(nn2)CCCC1=O
  -8 | -2 | 0.2&1.1
- Cn1ccc2c(N3c4ccccc4CCc4ccccc43)cc3c(c21)C1CCC3O1 (stereo unspecified)
  4 | 2 | -0.7
- COc1cccc(CNC(=O)[C@@H]2CCCN2C(=O)[C@@H]2CCCN2C(=O)c2ccccc2)c1
  10 | -6 | -1.1
- O=Nc1ccc(Br)cn1
  3 | -1 | -0.1
- O=C1NC[C@H](CCCCN2CCN(Cc3ccccc3)C(=O)C2=O)N(CCc2ccccc2)C1=O
  11 | 2 | -0.1
- Nc1ncnc2c1ncn2[C@@H]1O[C@H](C(=O)N[C@@H](CCc2ccccc2)C(=O)N2CCN(CC(=O)N3CCCC3)CC2)[C@@H](O)[C@H]1O
  -1 | -5 | 0.5
- CCCCC[C@@H](C)N1C[C@@H](COCc2ccccc2)Oc2cc(N3CC[C@@H](N(C)C)C3)ccc2S1(=O)=O
  35* | -12 | -1.0
- O=C1CCCC2=C1[C@@]1(O[C@H]3C=CC=CN23)C(=O)N(c2ccccc2)c2ccccc21
  21 | 1 | 1.1
